Screening results (PubChem)
S100A4 MyoIIA: inhibitors of human S100A4 binding to myosin IIA peptide | P26447 | S100A4/TAMRA-MyoIIA peptide fluorescence polarization | inhibition, % at 10.7 µM | 360,000 tested, 0.14% active | AID 652163;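 active = mean inhibition of at least 70% across replicates, with every replicate also reaching that level; inconclusive = mean inhibition reaches 70% but some replicates fall short; inactive = mean inhibition below 70%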
Target sequence (P26447 whole entry, looked up): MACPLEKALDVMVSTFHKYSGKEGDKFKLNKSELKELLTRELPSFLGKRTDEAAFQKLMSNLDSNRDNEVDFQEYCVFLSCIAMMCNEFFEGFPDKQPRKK
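Assay system: human S100A4 monomer with TAMRA-labelled myosin IIA peptide / Buffer or medium: Calcium-containing HEPES buffer, pH 7.2 / Reagent: TAMRA-labelled myosin IIA heavy-chain peptide probe, 5 nM / Compound: one dose per compound / Timing: polarization read 5 min after assay mix addition, stable 5–60 min / Benchmarks: neutral control DMSO, positive control TFP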
C2C12 statin: protects C2C12 myotubes from simvastatin toxicity. rescue of ATP level, % at 7.49 µM. 330,000 tested, 0.78% active. ATP luminescence, 48 h; scaled: DMSO 0, geranylgeraniol control 100. AID 602340;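 active = mean ATP rescue above about 67%, or every replicate alone reaching that limit, limit read from the data, passing the limit was not always enough; inconclusive = no clear call, values can overlap the other calls; inactive = mean under the limit and some replicate under it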;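 also: myotubes were challenged with 10 µM simvastatin during compound exposure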
FN deposit inh: fibronectin deposition inhibition; 350,000 tested, 0.086% active; AID 743247; inhibition, % at 12.6 µM; AH1F fibroblasts, Alexa488-fibronectin deposition fluorescence, overnight;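 active = mean inhibition across replicates of 30% or more, regardless of how many single replicates reach that level; inconclusive = mean under 30% yet at least half of replicates reach 30%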;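 also: positive control wells lacked labelled fibronectin entirely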
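material = AH1F fibroblast monolayer depositing Alexa488-labelled fibronectin into matrix | amount = 10000 AH1F cells/well | buffer or medium = DMEM plus 2% serum, read in PBS | incubation = 1 h cell adhesion before compound, then overnight fibronectin incubation | detection = fluorescence at 485 nm excitation, 525 nm emission | evaluation = percent inhibition as loss of matrix-bound fibronectin fluorescence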
LGR2 inh: Drosophila LGR2 receptor signaling inhibition. HEK293 LGR2, CRE-luciferase, bursicon-stimulated, 4 h. inhibition, % at 9.99 µM. 380,000 tested, 0.35% active. AID 720647;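 active = drop in luminescence signal, shown as inhibition above about 50% in the replicate tests, limit read from the data, passing the limit was not always enough; inconclusive = probably only some replicates passing the limit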;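 also: agonist challenge used bursicon conditioned medium at about half maximal strength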
esBAF inh: blocks esBAF chromatin remodeling in mouse ES cells | Bmi1-luciferase knock-in reporter, 24 h; 100% = twice the neutral-well signal | reporter increase, % at 12.5 µM | 350,000 tested, 2% active | AID 602393; in the data active = activation above about 40%; inconclusive = no clear call, values can overlap the other calls;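 also: 0% = median of the plate's neutral control wells and 100% = double that signal; a rise in the Bmi1 reporter signal indicates esBAF inhibition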
Casp6 inh: caspase-6 (human) enzyme inhibition. P55212. purified caspase-6, Z-VEID-R110 cleavage fluorescence. inhibition, % at 12.5 µM. 350,000 tested, 0.53% active. AID 686996;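 active = mean inhibition across replicates at least about 35%, with every replicate also reaching that limit, limit read from the data; inconclusive = only one of the two criteria met; inactive = neither criterion met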;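 also: 0% = median of neutral control wells and 100% = no fluorescence left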
Target sequence (P55212 24-179 limits assumed): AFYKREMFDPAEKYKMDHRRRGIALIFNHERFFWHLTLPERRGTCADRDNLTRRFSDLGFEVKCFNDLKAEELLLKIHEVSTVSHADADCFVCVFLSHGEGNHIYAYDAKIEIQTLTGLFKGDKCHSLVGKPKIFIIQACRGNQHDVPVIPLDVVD
Target sequence (P55212 194-293 limits assumed): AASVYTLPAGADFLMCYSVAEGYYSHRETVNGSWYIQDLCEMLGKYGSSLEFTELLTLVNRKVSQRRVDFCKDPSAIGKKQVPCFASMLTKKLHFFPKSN
SIRT5 block: blocks human SIRT5 desuccinylation of peptide | Purified SirT5, succinyl-peptide AMC, trypsin-coupled fluorescence | Q9NXA8 | AID 652115 | 330,000 tested, 1.1% active | inhibition, % at 15 µM; in the data active = inhibition above about 15%; inconclusive = no clear call, values can overlap the other calls
Target sequence (Q9NXA8 whole entry, looked up): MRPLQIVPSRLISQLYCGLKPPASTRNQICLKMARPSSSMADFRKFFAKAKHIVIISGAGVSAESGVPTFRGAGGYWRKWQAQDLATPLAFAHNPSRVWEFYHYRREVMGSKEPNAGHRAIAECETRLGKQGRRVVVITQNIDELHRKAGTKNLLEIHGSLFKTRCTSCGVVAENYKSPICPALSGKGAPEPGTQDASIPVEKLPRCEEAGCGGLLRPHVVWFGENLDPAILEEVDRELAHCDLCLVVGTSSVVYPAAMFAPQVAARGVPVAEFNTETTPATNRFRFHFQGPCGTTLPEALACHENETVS
* = called active by the depositor. Some of the compounds tested; rates above refer to the full screens.

Screening O=C(NC1CCCC1)C(c1cccnc1)N(Cc1ccccc1)C(=O)c1csnn1 (configuration not stated) returned S100A4 MyoIIA -4, C2C12 statin 5, FN deposit inh -1, LGR2 inh 2, esBAF inh -11, Casp6 inh 0 and SIRT5 block 0.
Screening Cc1ccc(S(=O)(=O)N(C)C[C@H]2Oc3c(cccc3N(C)C)C(=O)N([C@@H](C)CO)C[C@@H]2C)cc1 returned S100A4 MyoIIA -3, C2C12 statin -10, FN deposit inh -1, LGR2 inh 59*, esBAF inh 2, Casp6 inh -4 and SIRT5 block 13.
Screening O=C(Cn1ncc2c3ccccc3n(Cc3ccccc3F)c2c1=O)NC1CC1 returned S100A4 MyoIIA 2, C2C12 statin -2, FN deposit inh -7, LGR2 inh -8, esBAF inh -4, Casp6 inh -1 and SIRT5 block -6.
`C=CCNC(=O)CSc1nc2sc3c(c2c(=O)n1CCCOC)CCC3` gave S100A4 MyoIIA 1, C2C12 statin 3, FN deposit inh -4, LGR2 inh 13, esBAF inh -4, Casp6 inh -3 and SIRT5 block -4.
C[C@@H]1CN([C@@H](C)CO)C(=O)Cc2cc(NS(=O)(=O)c3ccc(Cl)cc3)ccc2O[C@H]1CN(C)S(C)(=O)=O was read as S100A4 MyoIIA 38, C2C12 statin 15, LGR2 inh -5, esBAF inh -2, Casp6 inh -1 and SIRT5 block -20.
For Cc1noc(C)c1NC(=O)N(C)C[C@H]1Oc2c(cccc2N(C)C)C(=O)N([C@@H](C)CO)C[C@H]1C the results were S100A4 MyoIIA 0, C2C12 statin 6, FN deposit inh -5, LGR2 inh -8, esBAF inh 1, Casp6 inh -2 and SIRT5 block -1.
For Cc1cc(C)cc(NC(=S)Nc2ccccn2)c1 the results were S100A4 MyoIIA -5, LGR2 inh 8, Casp6 inh 1 and SIRT5 block 3.
`CCOCCCNC(=O)C(c1ccc(Cl)cc1)N1CCN(c2ccccc2)CC1` (configuration not stated) gave S100A4 MyoIIA -3, C2C12 statin 7, FN deposit inh 3, LGR2 inh 14, esBAF inh -10, Casp6 inh -1 and SIRT5 block -2.
Screening O=C(Nc1nnc(SCC(=O)N2CCCCC2)s1)c1c(F)cccc1F returned S100A4 MyoIIA 2, C2C12 statin -10, FN deposit inh 12, LGR2 inh 6, esBAF inh 3, Casp6 inh -1 and SIRT5 block -1.
For COc1ccc(C(=O)NCCCn2ccnc2)cc1[N+](=O)[O-] the results were S100A4 MyoIIA -3, FN deposit inh 1, LGR2 inh -3, Casp6 inh -2 and SIRT5 block -1.
For C/C=C/c1ccc([C@H]2[C@@H](CO)N(C(=O)C3CC3)[C@H]2CN(C)C(=O)CC)cc1 the results were S100A4 MyoIIA 63, LGR2 inh 5, Casp6 inh 0 and SIRT5 block 1.
For CC(O)c1nc2ccccc2n1CC(=O)Nc1ccc(F)cc1Cl (configuration not stated) the results were S100A4 MyoIIA 3, FN deposit inh -6, LGR2 inh 1, Casp6 inh 0 and SIRT5 block -5.
CC1CCN(CCCNc2cc(NCCO)c([N+](=O)[O-])c3nonc23)CC1 was read as S100A4 MyoIIA 3, C2C12 statin -1, FN deposit inh 6, LGR2 inh 5, esBAF inh 1, Casp6 inh -11 and SIRT5 block 0.
For CCOC(=O)C1CCN(Cc2cc(C(C)(C)C)c(O)c(C(C)(C)C)c2)CC1 the results were S100A4 MyoIIA -5, C2C12 statin 2, FN deposit inh 4, LGR2 inh -7, esBAF inh 0, Casp6 inh 8 and SIRT5 block -1.
Screening O=C(Cc1ccccc1)Nc1cccc(NC(=O)c2ccccc2)c1 returned S100A4 MyoIIA -4, C2C12 statin -8, FN deposit inh 3, LGR2 inh 5, esBAF inh -8, Casp6 inh 2 and SIRT5 block -3.
For COc1ccc(N(C(=O)c2snc(C(N)=O)c2N)C(C(=O)NC2CCCC2)c2ccc(OC)c(OC)c2)cc1 (configuration not stated) the results were S100A4 MyoIIA 1, C2C12 statin -5, FN deposit inh 5, LGR2 inh -15, esBAF inh -6, Casp6 inh 2 and SIRT5 block -5.
Cc1sc2ncnc(N3CCC(C(=O)Nc4ccc(S(N)(=O)=O)cc4)CC3)c2c1C was read as S100A4 MyoIIA 0, C2C12 statin 24, FN deposit inh -4, LGR2 inh 12, esBAF inh -3, Casp6 inh 0 and SIRT5 block 4.
Screening CN1C(=O)c2cc(NC(=O)C3CCC3)ccc2OC[C@H]2O[C@H](CC(=O)NCC3CCCCC3)CC[C@H]21 returned S100A4 MyoIIA 3, FN deposit inh -12, LGR2 inh -2, Casp6 inh 0 and SIRT5 block -8.
Screening O=C(C[C@@H]1CC[C@@H]2[C@H](COC[C@H](O)CN2Cc2ccccc2)O1)NCCCN1CCOCC1 returned S100A4 MyoIIA 13, C2C12 statin 9, FN deposit inh -17, LGR2 inh 2, esBAF inh 2, Casp6 inh 1 and SIRT5 block -2.
For CCCCN=c1scc(-c2ccc3c(c2)NC(=O)CO3)n1N=C1CCCC1 the results were S100A4 MyoIIA -5, C2C12 statin 3, LGR2 inh 11, esBAF inh 7, Casp6 inh 4 and SIRT5 block 1.

Grouped by structure, the entries above with an aryl methoxy group (2)
For COc1ccc(C(=O)NCCCn2ccnc2)cc1[N+](=O)[O-] the results were S100A4 MyoIIA -3, FN deposit inh 1, LGR2 inh -3, Casp6 inh -2 and SIRT5 block -1.
For COc1ccc(N(C(=O)c2snc(C(N)=O)c2N)C(C(=O)NC2CCCC2)c2ccc(OC)c(OC)c2)cc1 (configuration not stated) the results were S100A4 MyoIIA 1, C2C12 statin -5, FN deposit inh 5, LGR2 inh -15, esBAF inh -6, Casp6 inh 2 and SIRT5 block -5.

Following part:
`NC(N)=NN=C1c2ccccc2-c2ccccc21` gave S100A4 MyoIIA -5, C2C12 statin 10, FN deposit inh 3, LGR2 inh -8, esBAF inh 6, Casp6 inh -4 and SIRT5 block -3.
Screening CCOc1ccc(NC(=O)Cc2ccc(S(=O)(=O)N3CCCCC3)cc2)cc1OCC returned S100A4 MyoIIA -2, C2C12 statin 2, FN deposit inh -6, LGR2 inh -8, esBAF inh 4, Casp6 inh -2 and SIRT5 block -1.
`Cc1ccc(C)c2nc3sc(C(=O)O)cc3cc12` gave S100A4 MyoIIA -3, FN deposit inh -4, LGR2 inh -11 and Casp6 inh 11.
COc1ccc(CCNc2nc(-c3cccnc3)cs2)cc1OC was read as C2C12 statin -21, FN deposit inh -8 and esBAF inh 12.
O=C(CCN1CCCCC1)NCC[C@H]1CC[C@H](NC(=O)C2CCCC2)[C@@H](CO)O1 was read as S100A4 MyoIIA 45, C2C12 statin -3, LGR2 inh 7, esBAF inh -6, Casp6 inh 0 and SIRT5 block 1.
`Cc1nc2ccc(C(C(F)(F)F)(C(F)(F)F)C(F)(F)F)cc2[nH]1` gave C2C12 statin -25, FN deposit inh 6 and esBAF inh -4.
Screening CC(C)c1ccc(S(=O)(=O)N2CCC(C(=O)NCC3(N(C)C)CCCCC3)CC2)cc1 returned S100A4 MyoIIA -1, FN deposit inh 0, LGR2 inh -6, Casp6 inh -88 and SIRT5 block -2.
Screening CC1CCN(Cc2c(C(=O)O)nnn2-c2nonc2N)CC1 returned S100A4 MyoIIA 6, FN deposit inh -6, LGR2 inh 11, Casp6 inh 0 and SIRT5 block -4.
For c1ccc(OCc2nn3c(Cn4cnc5ccccc54)nnc3s2)cc1 the results were C2C12 statin -8, LGR2 inh 13 and esBAF inh 6.
For CCCCCCCCCn1cc(C(C)=O)c(=O)[nH]c1=O the results were C2C12 statin 10, FN deposit inh 15 and esBAF inh -12.
C[C@H](CO)N1C[C@H](C)[C@@H](CN(C)C)Oc2ccc(NC(=O)Cc3cn(C)c4ccccc34)cc2CC1=O was read as S100A4 MyoIIA 7, C2C12 statin 4, FN deposit inh -3, LGR2 inh 3, esBAF inh -4, Casp6 inh -2 and SIRT5 block -9.
For O=C(C[C@@H]1C/C=C\CC[C@H](Cc2ccc(F)cc2)C(=O)OC[C@@H]2CCCN2C1=O)N[C@H](CO)Cc1ccccc1 the results were S100A4 MyoIIA -2, C2C12 statin 2, FN deposit inh -11, LGR2 inh 23, esBAF inh 16, Casp6 inh 3 and SIRT5 block 3.
C[C@H](CO)N1C[C@H](C)[C@@H](CN(C)S(C)(=O)=O)Oc2ncc(-c3cccnc3)cc2C1=O was read as S100A4 MyoIIA -10, FN deposit inh 3, LGR2 inh -5, esBAF inh 0, Casp6 inh 2 and SIRT5 block -9.
Screening Cc1noc(C)c1NC(=O)N(C)C[C@H]1Oc2c(NC(=O)C3CCOCC3)cccc2C(=O)N([C@H](C)CO)C[C@H]1C returned S100A4 MyoIIA -1, C2C12 statin -13, FN deposit inh 3, LGR2 inh -12, esBAF inh -3, Casp6 inh 0 and SIRT5 block -3.
Cc1ccccc1NC(=O)Nc1cc(S(N)(=O)=O)ccc1C was read as S100A4 MyoIIA 7, C2C12 statin -7, LGR2 inh 2, esBAF inh -1, Casp6 inh 1 and SIRT5 block 1.
C[C@@H]1CN([C@H](C)CO)C(=O)Cc2cc(NS(=O)(=O)c3ccc(Cl)cc3)ccc2O[C@@H]1CN(C)S(=O)(=O)c1cn(C)cn1 was read as S100A4 MyoIIA 13, C2C12 statin 12, LGR2 inh -5, esBAF inh 5, Casp6 inh -3 and SIRT5 block 1.
`CNC(=O)CSc1nnc(-c2ccco2)n1-c1cccc(C)c1` gave S100A4 MyoIIA -5, C2C12 statin -6, FN deposit inh 2, LGR2 inh -6, esBAF inh 4, Casp6 inh -1 and SIRT5 block 0.
Screening C/C(O)=C(/C=NCC(=O)O)C(=O)Nc1nccs1 returned S100A4 MyoIIA -11, FN deposit inh 0, Casp6 inh -4 and SIRT5 block -6.
Screening N#CCCN(CCC#N)S(=O)(=O)c1ccc(C(=O)Nc2nnc(C3=COCCO3)o2)cc1 returned S100A4 MyoIIA 0, FN deposit inh 9, LGR2 inh 0, Casp6 inh -1 and SIRT5 block 1.
N#Cc1c(N2CCOCC2)nsc1-c1ccc(C(F)(F)F)cc1 was read as S100A4 MyoIIA 5, FN deposit inh 3, LGR2 inh -53 and Casp6 inh 3.
Screening CCOc1ccc(Cl)cc1/C=N/NC(N)=O returned S100A4 MyoIIA 15, FN deposit inh 4, LGR2 inh 3, Casp6 inh 2 and SIRT5 block 0.
Cc1noc(C)c1S(=O)(=O)Nc1ccc2c(c1)CC(=O)N([C@@H](C)CO)C[C@@H](C)[C@H](CN(C)Cc1ccc(-c3ccccc3)cc1)O2 was read as S100A4 MyoIIA 0, C2C12 statin inconclusive, LGR2 inh -30, esBAF inh 2, Casp6 inh 0 and SIRT5 block 6.
O=C(NCC1CC1)c1ccc2nc([C@@H]3O[C@H](CO)[C@H](O)[C@H](O)[C@H]3O)[nH]c2c1 was read as S100A4 MyoIIA 2, C2C12 statin -4, FN deposit inh 10, LGR2 inh 1, esBAF inh -3 and Casp6 inh -3.
O=C(CN1CCOCC1)NCC[C@H]1CC[C@@H](NC(=O)Nc2ccc(C(F)(F)F)cc2)[C@H](CO)O1 was read as S100A4 MyoIIA -12, C2C12 statin 13, FN deposit inh -8, LGR2 inh 6, esBAF inh -2, Casp6 inh -5 and SIRT5 block 2.
`CCCN1[C@H](CO)[C@H](c2ccc(C#CC3CCCCC3)cc2)[C@@H]1CNC(=O)C1CC1` gave S100A4 MyoIIA 0, FN deposit inh -12, LGR2 inh -8, Casp6 inh -1 and SIRT5 block 4.
CCOc1ccc(NC(=O)CN2CCN(c3ccc(F)cc3)CC2)cc1 was read as S100A4 MyoIIA 6, C2C12 statin -1, FN deposit inh 1, LGR2 inh 2, esBAF inh 4, Casp6 inh -3 and SIRT5 block 4.
